High-throughput results (PubChem)
Shiga toxin inh – blocks Shiga toxin action in Vero cells | Vero cells, Shiga toxin protein synthesis inhibition reporter | inhibition, % at 38.7 µM | 290,000 tested, 9.2% active | AID 2315; in the data active = inhibition mostly above about 28%, no sharp cut-off; inactive = mostly below about 43%; also: 0% is about no effect
CHX counter – affects cycloheximide protein synthesis inhibition readout, counter-screen. 300,000 tested, 12% active. max response, %. AID 2314. cell reporter, cycloheximide protein synthesis inhibition counterscreen; in the data active = max response mostly above about 13%, no sharp cut-off; inactive = mostly below about 14%; also: read at 38.3 µM for the half of the compounds with a filed dose; 0% is about no effect
FBPA Giardia inh – blocks Giardia fructose-bisphosphate aldolase activity; A8B2U2; purified Giardia FBPA; Potency, µM (top dose mostly 59.6 µM), without a hit: at the top dose activity, negative = inhibition, usual class: inhibitors; 290,000 tested, 0.71% active; AID 2451; also: potency is read from the fitted curve at half-maximal effect; % is scaled to controls: 0 for no effect and ±100 for the full control effect; nearly all actives have a fitted effect of over 55% in size
Target sequence (A8B2U2 whole entry, looked up): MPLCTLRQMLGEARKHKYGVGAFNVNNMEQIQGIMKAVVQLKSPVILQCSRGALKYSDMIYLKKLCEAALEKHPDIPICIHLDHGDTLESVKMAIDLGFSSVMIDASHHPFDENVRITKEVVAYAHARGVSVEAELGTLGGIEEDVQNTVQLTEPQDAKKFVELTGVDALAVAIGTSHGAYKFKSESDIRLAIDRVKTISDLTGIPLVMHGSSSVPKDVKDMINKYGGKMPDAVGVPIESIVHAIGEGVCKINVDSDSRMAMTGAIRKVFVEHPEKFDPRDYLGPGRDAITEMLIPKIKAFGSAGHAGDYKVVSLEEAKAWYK
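40 nM FBPA preincubated 10 min at RT with compound (up to 57.5 uM final), then substrate plus GAPDH/TPI/NAD/arsenate coupling and diaphorase/resazurin added. Fluorescence read after 20 min at RT, 525/598 nm.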
Sm TGR block – S. mansoni TGR enzyme inhibition; purified TGR, DTNB reduction, TNB absorbance 405 nm; Potency, µM (titrated, usually from 114 µM), inactives show at the highest dose activity change, negative = inhibition, hits mostly inhibitors; 360,000 tested, 3% active; also: potency is read from the fitted curve at half-maximal effect; % is scaled to controls: 0 for no effect and ±100 for the full control effect; nearly all actives have a fitted effect of over 60% in size
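Kinetic colorimetric format: TGR-catalysed, NADPH-driven DTNB reduction monitored via TNB absorbance. Enzyme dispensed at 20 nM; compound exposure 15 min at room temperature before reaction start.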
Pf growth 96h – P. falciparum growth inhibition at 96 hours; 320,000 tested, 6.9% active; Potency, µM (highest dose often 28.7 µM), for inactives: top-dose activity change, negative = inhibition, hits mostly inhibitors; P. falciparum luciferase reporter growth, 96 h; also: potency is read from the fitted curve at half-maximal effect; % is scaled to controls: 0 for no effect and ±100 for the full control effect
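Luminescence readout: decreased luciferase signal marks inhibited growth of reporter-expressing P. falciparum in infected red cells (2% hematocrit, 0.05% parasitemia final), exposed to compound two generations (96 h, 37 C, 5% CO2).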
Pf growth 48h – P. falciparum growth inhibition at 48 hours (one generation); P. falciparum luciferase growth in erythrocytes, 48 h; Potency, µM (top dose mostly 28.7 µM), for the others: at the highest dose activity change, negative = inhibition, actives largely listed as inhibitors; 310,000 tested, 5.9% active; AID 504832; also: potency is read from the fitted curve at half-maximal effect; % is scaled to controls: 0 for no effect and ±100 for the full control effect
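Erythrocytes infected with P. falciparum carrying an integrated firefly luciferase reporter (2% hematocrit, 0.1% parasitemia final) were exposed to compounds in RPMI 1640 with 0.5% Albumax at 37 C, 5% CO2. Growth inhibition was scored as reduced luminescence.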
The depositor's hits bear a star; ? = inconclusive; . = not tested or not shown; [ ] = another dose, or the depositor's remark. Unless noted, calls follow the shape of the dose curve; as a rule, active = well fitted curve in the direction sought with a large enough effect; inconclusive = small, poorly fitted or top-dose-only effect, or another doubt; inactive = no such curve, though single readings can be large; an effect the other way counts as inactive or inconclusive.

SMILES | Shiga toxin inh | CHX counter | FBPA Giardia inh | Sm TGR block | Pf growth 96h | Pf growth 48h
COc1ccc(NC(=O)C(c2ccccn2)N(C(C)=O)c2ccc(C)cc2)cc1 (stereo unspecified) | 60* | 16* | -11% | -4% | ? | 30%
Cn1nc(-c2ccccc2)cc1NC(=O)Nc1ccc(F)cc1 | 45 | 11 | 6% | 4% | 20% | ?
COc1ccc2c(c1)-c1c(sn(-c3ccccc3)c1=S)C(C)(C)N2 | 19 | -6 | -8% | 2% | -3% | ?
Cc1ccc2c(c1)sc(=NC(=O)C1CC1)n2C | 89* | 45* | -4% | 0% | 113%[activator] | 9%
O=C(NCC1CCCO1)c1cc(S(=O)(=O)N2CCCC2)c(Cl)cc1Cl (stereo unspecified) | 9 | 14 | 3% | 1% | -3% | 4%
CCOC(=O)C1(Cc2ccccc2C)CCCN(Cc2ccc(NC(C)=O)cc2)C1 (stereo unspecified) | -5 | -2 | 0% | 0% | ? | 5.2µM*
O=C(N/N=C/c1cccn1-c1ccccc1)c1ccncc1 | 28 | 0 | -9% | -6% | ? | 4%
CCC(c1nnnn1Cc1ccc2c(c1)OCO2)N1CCN(c2ccc(OC)cc2)CC1 (stereo unspecified) | 30 | 3 | -6% | -1% | . | ?
CCOc1ccccc1NC(=O)NC1Cc2ccccc2C1 | 12 | 0 | 2% | 17% | 8.3µM* | ?
O=C1/C(=C/c2ccc(O)cc2)CCc2ccc([N+](=O)[O-])cc21 | 29 | -1 | 2% | -8% | 14% | 25%
CCOC(=O)Cc1csc(NC(=O)C(C)(C)C)n1 | 86* | 27* | 0% | 5% | . | 35%[activator]
CCOP(=O)(OCC)C(O)c1ccccc1 (stereo unspecified) | 8 | -2 | 5% | 5% | 15% | 6%
CC(C)(C)C(=O)CN1C2=NCCCN2c2ccccc21 | . | -1 | -23% | -2% | ? | -11%
N=C1C(c2nc(-c3ccc(Br)cc3)cs2)=C(O)CN1NC(=O)c1ccc([N+](=O)[O-])cc1 | -7 | -2 | 4% | 4% | 18% | 7%
O=C(CC1S/C(=N/N=C2CCCCCC2)NC1=O)Nc1ccccc1C(F)(F)F (stereo unspecified) | -4 | 4 | 6% | 7% | -12% | -55%
Cc1ccc(-n2c(C)nnc2SCC(=O)NC2CCCC2)cc1 | -4 | -2 | 8% | -24% | 35%[activator] | -24%
COc1cc(OC)cc(C(=O)NCC(=O)NCCN2C(=O)S/C(=C\c3ccccc3Cl)C2=O)c1 | . | . | . | -4% | ? | ?
C/C(=N\N1CCN(Cc2ccc(Cl)cc2)CC1)c1ccc(F)cc1 | 19 | -2 | 4% | -1% | ? | -5%
NC1CCc2cc(O)c(O)cc2C1 (stereo unspecified) | . | . | -20% | 45µM* | 10% | ?
Cc1ccc(NC(=O)C2C3C=CC4(O3)C2C(=O)N(CCCN2CCCC(C)C2)C4C(=O)NC2CCCCC2)cc1 (stereo unspecified) | 4 | -5 | 0% | 1% | 9% | ?
CS(=O)(=O)Nc1cccc(C2=NN(C(=O)c3ccco3)C(c3cccs3)C2)c1 (stereo unspecified) | 4 | -2 | . | -30% | -13% | ?
Cc1ccc(C(=O)/C=C/Nc2ccc3c(c2)OCO3)cc1 | 164* | 61* | 2% | 6% | ? | 203%[activator]
CCOC(=O)CC1COCCN1C(=O)c1cc(COc2ccc(F)c(F)c2)on1 (stereo unspecified) | 73* | 39* | -4% | 8% | 17% | -1%
O=C(NC1CCCC1)c1ccc(CS(=O)(=O)c2ccc(Br)cc2)o1 | -16 | -9 | -2% | ? | -15% | .
CC(C(=O)Nc1ccccc1-c1ccccc1)N1CCN(Cc2ccccc2)CC1 (stereo unspecified) | -13 | -3 | 2% | 16% | ? | 13µM*

Other entries
SMILES | Shiga toxin inh | CHX counter | FBPA Giardia inh | Sm TGR block | Pf growth 96h | Pf growth 48h
Oc1ccccc1-c1nc(NCCN2CCOCC2)c2ccccc2n1 | -16 | -4 | 3% | 1% | ? | ?
O=C(NCc1ccc(F)cc1)c1cccc(S(=O)(=O)N2CCOCC2)c1 | . | . | . | -19% | -3% | ?
CN(C)CCc1c[nH]c2ccc(Cn3cncn3)cc12 | . | . | 0% | . | -20% | -13%
Cc1cccc(CCNS(=O)(=O)c2ccc3c(c2)NC(=O)C(C)S3)c1 (stereo unspecified) | -6 | -2 | -7% | -13% | 94%[activator] | 23%
O=C(CSC(=S)N1CCCC1)c1ccccc1 | 67* | 48* | -1% | -22% | 17% | 2%
CCC(C)NC(=O)c1cc(C)no1 (stereo unspecified) | 19 | -5 | 5% | 0% | 35%[activator] | .
CC(C)c1nc2cc(C(=O)N3CCN(c4cnccn4)CC3)ccc2o1 | 51 | 27* | . | -7% | 12µM* | 6%
COc1cccc(NC(=O)c2cccc(C(=O)Nc3cccc(OC)c3)n2)c1 | -3 | 4 | . | -5% | ? | 44%[activator]
CCC(C)C(NC(=O)c1ccccc1)C(=O)Nc1ccc(S(=O)(=O)Nc2cc(C)nc(C)n2)cc1 (stereo unspecified) | . | . | . | -9% | ? | ?
Cn1c(=O)c2cn(-c3cccc4ccccc34)cc2n(C)c1=O | 37 | 19 | ? | -15% | 214%[activator] | ?
COc1cc(OC)c(NC(=O)c2cccc(F)c2)cc1Cl | 31 | 10 | -7% | 3% | 40% | 15%
COc1ccc(OCCSc2nnc3c(Cl)cc(Cl)cn23)cc1 | 5 | 3 | 6% | 3% | ? | 10%
COc1ccc(OC)c(Nc2nc(N)c([N+](=O)[O-])c(NC3CCCCC3)n2)c1 | -7 | 6 | 0% | -4% | 14% | -16%
Cc1ccc2nc(/C(C#N)=C\c3ccc(N4CCCCC4)c([N+](=O)[O-])c3)[nH]c2c1 | 25 | 20 | -13% | 6% | ? | ?
COc1ccc(CCNC(=O)C(=O)NCC2CCCN2S(=O)(=O)c2cc(C)ccc2C)cc1 (stereo unspecified) | . | . | . | 5% | ? | ?
CCOC(=O)c1c(NC(=O)c2nc3n(n2)C(C(F)F)CC(C)N3)sc2c1CCCC2 (stereo unspecified) | 21 | -1 | 0% | -25% | ? | -27%
CN1CCc2nc(SCCOc3ccccc3)c(C#N)cc2C1 | 33 | 16 | -10% | ? | . | -12%
CCOc1ccc(N/C(SCc2cccc([N+](=O)[O-])c2)=C(/C#N)C(N)=O)cc1 | 17 | 13 | -20% | 2% | 21% | ?
O=[N+]([O-])c1ccc(N=Nc2c(O)[nH]c3ccc(F)cc23)cc1 | 56* | 44* | 12% | 2% | 33%[activator] | 75%[activator]
N#Cc1c(-c2ccccc2)cc(-c2ccc(O)cc2)nc1N | 8 | -1 | 0% | -22% | -12% | ?
CNc1nc(N)c([N+](=O)[O-])c(NCC2CCCO2)n1 (stereo unspecified) | 31 | 1 | 3% | 5% | -3% | 2.1µM*
CC1Cc2ccccc2N1C(=O)NC1CC(=O)N(c2ccc3c(c2)OCCO3)C1 (stereo unspecified) | -2 | -3 | 0% | -7% | 24% | -4%
Cc1ccc(S(=O)(=O)c2nc(N3CCOCC3)sc2Cl)cc1 | 14 | 5 | -15% | ? | ? | ?
C=CCn1c(=N)c(C(=O)NCCCOC)cc2c(=O)n3cccc(C)c3nc21 | -3 | -4 | -14% | -25% | -1% | ?
CC1CCN(C(=O)c2ccc(NS(=O)(=O)c3cccs3)cc2)CC1 | 20 | 12 | -13% | 1% | 18% | 37%[activator]

Part of the list above, showing only FBPA Giardia inh, Pf growth 96h and Shiga toxin inh:
compound	FBPA Giardia inh	Pf growth 96h	Shiga toxin inh
O=C(CSC(=S)N1CCCC1)c1ccccc1	-1%	17%	67*
CCC(C)NC(=O)c1cc(C)no1 (stereo unspecified)	5%	35%[activator]	19
CC(C)c1nc2cc(C(=O)N3CCN(c4cnccn4)CC3)ccc2o1	.	12µM*	51
COc1cccc(NC(=O)c2cccc(C(=O)Nc3cccc(OC)c3)n2)c1	.	?	-3
CCC(C)C(NC(=O)c1ccccc1)C(=O)Nc1ccc(S(=O)(=O)Nc2cc(C)nc(C)n2)cc1 (stereo unspecified)	.	?	.

4 records drawn at random from those above:
SMILES | Shiga toxin inh | CHX counter | FBPA Giardia inh | Sm TGR block | Pf growth 96h | Pf growth 48h
COc1ccc(OC)c(Nc2nc(N)c([N+](=O)[O-])c(NC3CCCCC3)n2)c1 | -7 | 6 | 0% | -4% | 14% | -16%
CCOc1ccccc1NC(=O)NC1Cc2ccccc2C1 | 12 | 0 | 2% | 17% | 8.3µM* | ?
Cc1ccc(C(=O)/C=C/Nc2ccc3c(c2)OCO3)cc1 | 164* | 61* | 2% | 6% | ? | 203%[activator]
COc1cc(OC)cc(C(=O)NCC(=O)NCCN2C(=O)S/C(=C\c3ccccc3Cl)C2=O)c1 | . | . | . | -4% | ? | ?

Further entries:
SMILES | Shiga toxin inh | CHX counter | FBPA Giardia inh | Sm TGR block | Pf growth 96h | Pf growth 48h
O=C(CN1CCN(C2CCCCC2)CC1)Nc1ccc(Br)cc1 | 3 | 10 | -5% | 5% | 7% | -8%
COc1cccc(-c2nnn(CC(=O)N(CC(C)C)C3CCS(=O)(=O)C3)n2)c1 (stereo unspecified) | . | . | . | 0% | 0% | -2%
COc1ccc(CCC(C)NCc2ccc(Cl)c(Cl)c2)cc1 (stereo unspecified) | -13 | -3 | -13% | -16% | 6.6µM* | 9%
COc1cc2[nH]c(=O)n(CCC(=O)N3CC=C(c4ccccc4)CC3)c(=O)c2cc1OC | -18 | 0 | 0% | -4% | . | 4%
CCOc1ccc(S(=O)(=O)N2CCOCC2)cc1NC(=O)CN1C(=O)NC2(CCCCC2)C1=O | . | . | . | -22% | 0% | -9%
Cc1ccc(OCC(=O)N/N=C2/SCC(=O)N2Cc2ccco2)cc1 | -8 | -1 | -4% | -13% | 77%[activator] | ?
COc1cccc(OC)c1C(=O)Nc1nnc(-c2ccc(F)cc2)s1 | 30* | 10* | -4% | 6% | ? | 0%
CCN(CC(=O)NCc1ccc(Cl)cc1)C(=O)CCc1ccccc1 | -2 | 1 | -1% | -2% | -3% | -11%
Cc1ccc(NC(=O)C2CCCCC2C(=O)O)cc1Cl (stereo unspecified) | 2 | -6 | 17% | . | ? | 16%
Cc1cc(Cl)ccc1OCC(=O)NC(=S)Nc1ccccc1N1CCOCC1 | -6 | -4 | 1% | -5% | 11% | 3%
CCC(=O)c1cn(CC(=O)NCc2cccnc2)c2ccccc12 | -11 | -2 | 1% | 8% | . | 14%
O=c1c(-c2ccc(F)cc2)coc2cc(O)ccc12 | 114* | 32* | 0% | 2% | 60%[activator] | 195%[activator]
CCC(CC)C(=O)Nc1cc([N+](=O)[O-])ccc1F | -4 | -6 | -1% | 1% | ? | 6%
Nn1c(Cc2cccc3ccccc23)nnc1SCC(=O)N1CC(=O)Nc2ccccc21 | -4 | 3 | 1% | -1% | -8% | .
O=C(NNC(=O)c1cc2ccccc2oc1=O)c1ccccc1[N+](=O)[O-] | 1 | 0 | -23% | 5% | -8% | -9%
COc1nc2ccccc2nc1OC | 9 | 0 | 6% | -4% | 5% | 43%[activator]
Cc1nn(CCCC(=O)NC2CCC(C)CC2)c(=O)c2nn(-c3ccccc3)c(C)c12 (stereo unspecified) | -5 | 11 | . | 49%[activator] | ? | ?
CC1=CC(C)C2C(=O)N(CCC[N+](C)(C)C)C(=O)C2C1 (stereo unspecified) | -21 | -3 | 1% | 6% | -6% | 11%
Cc1cccc2cc3c(N)c(C(=O)N4CCOCC4)sc3nc12 | 115* | 50* | ? | 9% | -9% | 295%[activator]
NC(=O)C1CC(=O)N(c2ccc(OCc3c(Cl)cccc3Cl)cc2)C1 (stereo unspecified) | -9 | 7 | 1% | 20% | 83%[activator] | ?
CC(C)(C)c1ccc(S(=O)(=O)CCc2ccccn2)cc1 | 54* | 27* | 14% | -1% | -48% | .
COc1ccc(C(=O)N2CCC(C(=O)Nc3ccc4c(c3)OCCO4)CC2)cc1 | 43 | 48* | -5% | -4% | 35%[activator] | .
CCS(=O)(=O)c1nc(S(=O)(=O)c2ccc(Cl)cc2)c(N2CCC(C(N)=O)CC2)s1 | -13 | -2 | . | 2% | 3% | -6%
